Screening data deposited in PubChem by Small Molecule Screening Facility, UW Madison.
RMI FANCM FP – blocks RMI1/RMI2 complex binding to FANCM MM2 peptide | Fluorescence polarization, RMI core complex with F-MM2 peptide; hits give low values | hit rate 0.58% among 70,000 | FP signal (polarization) at 33 µM | AID 1159607; in the data active = FP signal below about 40; note: inactives centre near 61; strong numbers were not always called active; unit not given here
Starred values were filed as active, the others as inactive; & = joins results of further samples.

What do the screens show for `CC(C)(C)c1csc(-c2ccc(C=N/C(C#N)=C(\N)C#N)cc2)n1`?
RMI FANCM FP: 65

Results for CCOC(=O)C(=O)NCC1CCCN1S(=O)(=O)c1cccs1 (stereo unspecified) ?
RMI FANCM FP: 55

What do the screens show for `O=c1[nH]nc(-c2ccc(F)cc2)cc1Cc1cn(Cc2ccccc2)c2ccc([N+](=O)[O-])cc12`?
RMI FANCM FP: 51

What do the screens show for `Cc1ccc(C)c(Nc2nnc(C(C)(C)C)c(=O)[nH]2)c1`?
RMI FANCM FP: 56

Results for N#C/C(=C\N1CCN(c2cccc(Cl)c2)CC1)C(=O)Nc1ccc(F)cc1 ?
RMI FANCM FP: 79

What do the screens show for `COC(=O)c1c(NC(=O)CN2CCCCCC2)sc2c1CCCC2`?
RMI FANCM FP: 73

How did Cc1cc(C(=O)NCc2cccn2C)nn1C do in these assays?
RMI FANCM FP: 56

Results for Cc1cc(C(=O)NCCNS(=O)(=O)c2ccc(Cl)cc2)c(C)o1 ?
RMI FANCM FP: 59

Results for COc1ccc(OC)c(NC(=O)Cn2nc(C3CC3)c3cnn(-c4ccccc4)c3c2=O)c1 ?
RMI FANCM FP: 71

What do the screens show for `Cc1ccc(S(=O)(=O)Nc2n[nH]c(-c3ccc(C(C)(C)C)cc3)c2Br)cc1`?
RMI FANCM FP: 55

Results for COc1ccc(N2CCN(C(=O)Nc3c[nH]c4ccccc34)CC2)cc1 ?
RMI FANCM FP: 53

Results for N#CC1COc2ccccc2O1 (stereo unspecified) ?
RMI FANCM FP: 52

An excerpt from above in order of molecular weight, falling:
What do the screens show for `Cc1ccc(S(=O)(=O)Nc2n[nH]c(-c3ccc(C(C)(C)C)cc3)c2Br)cc1`?
RMI FANCM FP: 55

Results for COc1ccc(OC)c(NC(=O)Cn2nc(C3CC3)c3cnn(-c4ccccc4)c3c2=O)c1 ?
RMI FANCM FP: 71

Results for N#C/C(=C\N1CCN(c2cccc(Cl)c2)CC1)C(=O)Nc1ccc(F)cc1 ?
RMI FANCM FP: 79

What do the screens show for `COC(=O)c1c(NC(=O)CN2CCCCCC2)sc2c1CCCC2`?
RMI FANCM FP: 73

Results for N#CC1COc2ccccc2O1 (stereo unspecified) ?
RMI FANCM FP: 52

Next section:
Results for CC1CCN=C(N)S1 (stereo unspecified) ?
RMI FANCM FP: 62

How did C=c1c(=C2N=C(c3ccc(Cl)cc3)NO2)sc2ncn(CC(=O)Nc3ccccc3F)c(=O)c12 do in these assays?
RMI FANCM FP: 134

Results for O=C(CSc1nc(-c2ccccc2)cc(=O)[nH]1)Nc1ccccc1C(F)(F)F ?
RMI FANCM FP: 56

What do the screens show for `Cc1cc(OCC(=O)Nc2ccc(OC(F)(F)F)cc2)c2ccccc2n1`?
RMI FANCM FP: 56

What do the screens show for `N#Cc1cccc(C#N)c1Oc1ccc(S(=O)(=O)NCc2csc3ccc(Cl)cc23)cc1`?
RMI FANCM FP: 59

What do the screens show for `Cc1cc(C(=O)N(CCN2CCOCC2)c2nc3ccc(F)cc3s2)on1`?
RMI FANCM FP: 69

How did CSC(=CC(=O)c1ccco1)SC do in these assays?
RMI FANCM FP: 55

How did Cc1ccc(N)cc1N1CCCCC1=O do in these assays?
RMI FANCM FP: 64

What do the screens show for `Fc1ccc(-c2nnc(-n3nnc4ccccc43)c3ccccc23)cc1`?
RMI FANCM FP: 116

Results for CCOC(=O)c1ccc(NC(=O)CSc2ccc(-c3ccc(F)cc3)nn2)cc1 ?
RMI FANCM FP: 70

How did CCOc1ccccc1C(=O)NCCn1ncc2c(=O)n(Cc3ccccc3C)cnc21 do in these assays?
RMI FANCM FP: 68

How did COc1ccc(CC(=O)NCCNC(=O)c2ccc(NC(C)=O)cc2)cc1OC do in these assays?
RMI FANCM FP: 67

Results for CN(C)C(=S)Oc1ccc2c(C(F)(F)F)cc(=O)oc2c1 ?
RMI FANCM FP: 53

Results for CN1CCN(S(=O)(=O)c2cccc(F)c2)CC1 ?
RMI FANCM FP: 57

How did COc1ccc(N2CCCS2(=O)=O)cc1NC(=O)C(=O)NCc1ccc(F)cc1 do in these assays?
RMI FANCM FP: 63

What do the screens show for `CCCN=c1ssc(=O)n1CCC`?
RMI FANCM FP: 56

Results for ClC1=C(COc2ccc(Cl)cc2Cl)CSc2ccc(Cl)cc21 ?
RMI FANCM FP: 57

Results for CSC1=NCCN1CC(=O)c1ccc(F)cc1 ?
RMI FANCM FP: 54

Results for COc1ccc(-c2csc(CN3CCN(C(=O)c4cccc(F)c4)CC3)n2)cc1 ?
RMI FANCM FP: 62

Results for COc1ccc(C(=O)Nc2ccc(-c3ccc(NC(=O)c4ccc(OC)cc4)c(OC)c3)cc2OC)cc1 ?
RMI FANCM FP: 58

Results for Cc1cc(C)cc(NC(=O)CSc2nnc(-c3cccn(C)c3=O)n2C)c1 ?
RMI FANCM FP: 63

How did CC(C)C[C@H](NC(=O)[C@@H](O)[C@H](N)Cc1ccccc1)C(=O)O do in these assays?
RMI FANCM FP: 54&66

What do the screens show for `COc1cccc(NC(=O)C2CCCN2S(=O)(=O)c2ccc(C)cc2)c1` (stereo unspecified)?
RMI FANCM FP: 64

Results for O=C(NCCOc1ccc(F)cc1)c1ccc([N+](=O)[O-])cc1 ?
RMI FANCM FP: 61

What do the screens show for `CC(C)NC(=O)Cc1cc(=O)[nH]c(SCc2ccc(F)cc2)n1`?
RMI FANCM FP: 61

What do the screens show for `CCOC(=O)c1cn[nH]c1S(=O)(=O)N1CCN(c2cccc(OC)c2)CC1`?
RMI FANCM FP: 60

How did CCOC(=O)c1sc(NC(=O)c2cccc(OC)c2)nc1-c1ccccc1 do in these assays?
RMI FANCM FP: 89

Results for CCOc1ccc(NC(=O)Nc2c(C)nc3cc(C)ccn3c2=O)cc1 ?
RMI FANCM FP: 68

How did CC1(C)Cc2cccc(OCc3ccc(C(=O)NCCN4CCOCC4)cc3)c2O1 do in these assays?
RMI FANCM FP: 54

What do the screens show for `COc1ccc2c(CC(=O)N3CCc4ccccc4C3)cc(=O)oc2c1`?
RMI FANCM FP: 65

How did O=C(CSc1nnc2scc(-c3ccccc3)n12)Nc1ccccc1F do in these assays?
RMI FANCM FP: 74

Results for COCC(C)NC(=O)c1cc(-c2ccc(F)cc2)nc2c1c(C)nn2C1CCS(=O)(=O)C1 (stereo unspecified) ?
RMI FANCM FP: 66

How did Cc1ccc(-c2cncnc2NC(=O)c2ccccc2)cc1 do in these assays?
RMI FANCM FP: 44

What do the screens show for `CCN(C(=O)c1ccc(Cl)c([N+](=O)[O-])c1)C1CCS(=O)(=O)C1` (stereo unspecified)?
RMI FANCM FP: 56

Results for CCOc1ccc(NC(=O)C2(c3cccs3)CCCC2)cc1 ?
RMI FANCM FP: 62

Results for COc1ccccc1-c1ccc(N2CCN(C(=O)COc3ccccc3)CC2)nn1 ?
RMI FANCM FP: 72

What do the screens show for `O=[N+]([O-])c1cc(C(F)(F)F)cc([N+](=O)[O-])c1NCCNC(=S)Nc1cccc(F)c1`?
RMI FANCM FP: 70

What do the screens show for `NS(=O)(=O)c1ccc(NC(=O)c2cccc(OCc3ccccc3)c2)cc1`?
RMI FANCM FP: 63

Results for COc1ccc(OC)c(Nc2cc(Cl)nc(N)n2)c1 ?
RMI FANCM FP: 57

Results for C=CCn1c(SCc2ccccc2F)nc2sc3c(c2c1=O)CCC3 ?
RMI FANCM FP: 57

How did c1ccc(CN(Cc2ccccc2)Cc2nnc(-c3ccccc3)o2)cc1 do in these assays?
RMI FANCM FP: 73

Results for Cc1ccc(NC(=S)NNC(=O)Cc2nc(-c3ccccc3)sc2C)cc1 ?
RMI FANCM FP: 59

Results for COc1ccccc1-n1ncc2c(C)nnc(SCC(N)=O)c21 ?
RMI FANCM FP: 63

What do the screens show for `CCOC(=O)c1cc(C)n(N(C)c2cc(C(F)(F)F)ccn2)c1C`?
RMI FANCM FP: 61

How did CC(C)(C)NC(=O)[C@H]1CC[C@H]2[C@@H]3CC[C@H]4NC(=O)C=C[C@]4(C)[C@H]3CC[C@]12C do in these assays?
RMI FANCM FP: 57&61

What do the screens show for `CSc1nsc(SC)c1C(=O)NC(=O)N1CCSCC1`?
RMI FANCM FP: 53

How did Cc1ccccc1-c1nnc(NC(=O)C2CCCCC2)s1 do in these assays?
RMI FANCM FP: 58

What do the screens show for `O=c1c(O)c(-c2ccccc2)oc2ccc3occc3c12`?
RMI FANCM FP: 56

Pulled by compound from the list above:
What do the screens show for `NS(=O)(=O)c1ccc(NC(=O)c2cccc(OCc3ccccc3)c2)cc1`?
RMI FANCM FP: 63

Results for COc1ccc(OC)c(Nc2cc(Cl)nc(N)n2)c1 ?
RMI FANCM FP: 57

What do the screens show for `O=[N+]([O-])c1cc(C(F)(F)F)cc([N+](=O)[O-])c1NCCNC(=S)Nc1cccc(F)c1`?
RMI FANCM FP: 70

How did CC(C)(C)NC(=O)[C@H]1CC[C@H]2[C@@H]3CC[C@H]4NC(=O)C=C[C@]4(C)[C@H]3CC[C@]12C do in these assays?
RMI FANCM FP: 57&61

The results go on.
What do the screens show for `O=S(=O)(Cc1ccc(Cl)cc1)c1ccc(NCCC2=CCCCC2)nn1`?
RMI FANCM FP: 71

How did Cc1nnc(-c2ccc(OCC(=O)Nc3ccccc3C(F)(F)F)cc2)o1 do in these assays?
RMI FANCM FP: 63

Results for CC(C)CCN1C(=O)C(C)(C)COc2ccc(NS(=O)(=O)Cc3ccc(F)cc3)cc21 ?
RMI FANCM FP: 66

How did COC(=O)[C@@H]1OC(=O)C2OC23[C@@]1(C)CCC1[C@@]2(C)CCC(=O)C(C)(C)C2C[C@@H](OC(C)=O)[C@]13C (stereo partly specified) do in these assays?
RMI FANCM FP: 59

How did CCOc1cc(-c2nnc(N)o2)cc(OCC)c1OCC do in these assays?
RMI FANCM FP: 70

Results for Cc1ccc(S(=O)(=O)NCCOc2ccc3nnc(-c4ccccc4Cl)n3n2)s1 ?
RMI FANCM FP: 68

Results for CCC(C)(C)C1CCc2sc3ncnc(N=Nc4c(O)[nH]c5ccccc45)c3c2C1 (stereo unspecified) ?
RMI FANCM FP: 63

Results for Cc1cc(C)c(C)c(S(=O)(=O)NCC(=O)N2CCN(C(=O)c3ccco3)CC2)c1C ?
RMI FANCM FP: 71

Results for Fc1cccc(CSc2ccc(-c3cccnc3)nn2)c1 ?
RMI FANCM FP: 63

Results for CN1CCN(c2ccc(CNC(=O)C3=Cc4ccccc4OC3)cc2)CC1 ?
RMI FANCM FP: 63&49

Results for O=C(NCCn1ncc2c(=O)n(Cc3ccccc3)cnc21)c1ccccc1C(F)(F)F ?
RMI FANCM FP: 66

Results for O=C(NCCn1ncccc1=O)Nc1ccc(F)c(F)c1 ?
RMI FANCM FP: 59

Results for O=C(OCN1C(=O)c2ccccc2C1=O)c1ccc(Br)o1 ?
RMI FANCM FP: 60

Results for Cc1ccc(S(=O)(=O)NCC(=O)N2CCOC(c3ccccc3)C2)s1 (stereo unspecified) ?
RMI FANCM FP: 70

Results for CN(C)C(C#N)c1ccco1 (stereo unspecified) ?
RMI FANCM FP: 58

How did O=[N+]([O-])c1ccc(Oc2ccc(C3SCCS3)cc2)cc1 do in these assays?
RMI FANCM FP: 59&52

How did COc1ccc(S(=O)(=O)NCCN2CCN(c3ccccc3F)CC2)cc1 do in these assays?
RMI FANCM FP: 66

Results for O=C(NCCC1CCCCN1S(=O)(=O)c1cccs1)C(=O)NCc1ccccn1 (stereo unspecified) ?
RMI FANCM FP: 54

What do the screens show for `COc1cc(NS(=O)(=O)c2ccc(NC(=O)c3ccc(S(=O)(=O)N4CCCc5ccccc54)cc3)cc2)nc(OC)n1`?
RMI FANCM FP: 61

What do the screens show for `Cc1cc(=O)[nH]c(N=C(N)Nc2ccc(Cl)c(Cl)c2)n1`?
RMI FANCM FP: 57

What do the screens show for `Cc1nnc(SCC(=O)N2CCC(c3noc4ccc(F)cc34)CC2)s1`?
RMI FANCM FP: 72

Results for O=C(Nc1cccc(-c2cn3cccnc3n2)c1)c1cc(Br)ccc1Cl ?
RMI FANCM FP: 62

What do the screens show for `O=c1c2ccccc2n(Cc2nc(-c3cccc(C(F)(F)F)c3)no2)c(=O)n1CC1CCCO1` (stereo unspecified)?
RMI FANCM FP: 70

Results for Cc1nnc2ccc(OCCNS(=O)(=O)c3ccc(F)c(Cl)c3)nn12 ?
RMI FANCM FP: 67

How did Cc1cc(C)c(C#N)c(=O)[nH]1 do in these assays?
RMI FANCM FP: 49

How did CCOC(=O)c1oc2ccccc2c1NC(=O)c1cc(C)no1 do in these assays?
RMI FANCM FP: 76

How did O=C(NCCn1ncc2c(N3CCN(Cc4ccccc4)CC3)ncnc21)c1ccc2ccccc2c1 do in these assays?
RMI FANCM FP: 57&71

Results for COc1ncnc(NS(=O)(=O)c2ccc(N)cc2)c1OC ?
RMI FANCM FP: 46

How did O=C1c2ccccc2C(=O)N1CCNc1ccc(C(F)(F)F)cc1[N+](=O)[O-] do in these assays?
RMI FANCM FP: 55

What do the screens show for `CC(Sc1nc2ccccc2[nH]1)c1ccccc1` (stereo unspecified)?
RMI FANCM FP: 61

What do the screens show for `COc1ccc(CCNC(CC(=O)Nc2ccc(C)c(Cl)c2)C(=O)O)cc1OC` (stereo unspecified)?
RMI FANCM FP: 53

Results for CC1CCCCC1NC(=O)C(=O)c1cn(CC(=O)N2CCCCC2)c2ccccc12 (stereo unspecified) ?
RMI FANCM FP: 56

Results for O=C(Nc1cccc(-c2nc3cccnc3s2)c1)Nc1cccs1 ?
RMI FANCM FP: 89

How did O=C(COc1ccc(F)cc1)NCC1CCN(Cc2ccccc2)CC1 do in these assays?
RMI FANCM FP: 76

What do the screens show for `Cc1c(C(=O)O)sc2nc(-c3ccccc3)cn12`?
RMI FANCM FP: 61

Results for CCOC(=O)c1ccc(NC(=O)CCCN2CCN(Cc3ccccc3)CC2)cc1 ?
RMI FANCM FP: 60

How did COC(=O)c1cc(I)c(OC(C)=O)c(I)c1 do in these assays?
RMI FANCM FP: 57

How did O=C(O)COCC(=O)Nc1ccccn1 do in these assays?
RMI FANCM FP: 56

Results for O=C(COc1ccc(Cl)cc1)NCc1nnc(SCc2ccc(C(F)(F)F)cc2)n1-c1ccc([N+](=O)[O-])cc1 ?
RMI FANCM FP: 61

Results for O=S(=O)(NCC1CCN(Cc2ccco2)CC1)c1ccc(Cl)cc1 ?
RMI FANCM FP: 72

Results for COC(=O)c1ccc(OC)c(Cn2cnc3c(-c4cccc(Cl)c4)csc3c2=O)c1 ?
RMI FANCM FP: 65

How did N#C/C(=C\c1ccc2c(c1)CCO2)S(=O)(=O)c1ccc(Cl)cc1Cl do in these assays?
RMI FANCM FP: 42

An excerpt. The share of hits here may be higher or lower than overall.
